# Efa HMGR inh: blocks class II HMG-CoA reductase of Enterococcus faecalis; inhibition, % at 10 µM; purified E. faecalis HMGR, NADPH absorbance 340 nm kinetic; hit rate 0.41% among 190,000;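 active = inhibition above a set limit, the median over all tested compounds plus 3 SD, cut at about 9.5% in these data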;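 also: enzyme runs in reverse so mevalonate oxidation gives rising NADPH absorbance; 0% = complete reaction with DMSO and 100% = background rate lacking mevalonate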
# G6PDH CS: inhibits Leuconostoc G6PDH, flagging false hits in G6PDH-based assays; Purified L. mesenteroides G6PDH, diaphorase/resazurin coupled fluorescence, 45 min; inhibition, % at 5 µM; hit rate 0.12% among 200,000; in the data active = inhibition above about 50%
# Diaphorase inh: inhibits diaphorase or chemically oxidizes, flagging diaphorase assay artifacts; hit rate 0.69% among 190,000; inhibition, % at 20 µM; AID 1217; diaphorase resazurin-to-resorufin fluorescence, NADH, 16 min; bacterial (C. kluyveri) enzyme, not human;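 active = primary screen inhibition at 20 µM above a set limit, cut at about 50% in these data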;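 also: plate controls were DMSO with full reaction for no effect and wells lacking NADH for full effect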
#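 material = Clostridium kluyveri diaphorase enzyme | amount = 0.14 U/mL diaphorase, enzyme working solution | schedule = incubation 16 min, room temperature | detection = fluorescence of resorufin formed from resazurin, Ex 544/Em 590 nm | benchmarks = positive control minus NADH, DMSO neutral control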
# FLuc act counter: firefly luciferase counter-screen for stimulation assays; AID 1027; activation factor at 10 µM; ATPlite luciferase biochemical, luminescence, 10 min; 0 = ATP-free wells, 1 = DMSO control; P08659; 200,000 tested, under 10 active;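 active = luciferase activation factor, scaled between plate controls, of at least 2 with compound at 10 µM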
# Target sequence (P08659 whole entry, looked up): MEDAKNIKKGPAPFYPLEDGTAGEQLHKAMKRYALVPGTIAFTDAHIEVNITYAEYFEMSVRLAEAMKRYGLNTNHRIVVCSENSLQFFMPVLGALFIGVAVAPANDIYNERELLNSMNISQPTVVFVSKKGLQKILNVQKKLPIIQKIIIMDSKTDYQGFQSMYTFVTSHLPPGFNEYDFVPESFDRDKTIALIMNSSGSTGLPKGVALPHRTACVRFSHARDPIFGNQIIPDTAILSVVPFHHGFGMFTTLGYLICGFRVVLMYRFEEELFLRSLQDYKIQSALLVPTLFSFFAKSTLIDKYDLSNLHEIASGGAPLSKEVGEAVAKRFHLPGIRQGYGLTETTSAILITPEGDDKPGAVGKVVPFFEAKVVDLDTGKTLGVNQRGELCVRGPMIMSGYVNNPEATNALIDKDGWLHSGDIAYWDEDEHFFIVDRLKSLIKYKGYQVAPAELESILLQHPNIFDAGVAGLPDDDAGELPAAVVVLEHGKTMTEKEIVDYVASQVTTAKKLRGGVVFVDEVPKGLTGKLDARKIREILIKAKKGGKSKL
#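 Assay system: Luciferase/luciferin detection reagent, cell-free biochemical luciferase assay / Also added: ATP substrate / Schedule: 10 min at ambient temperature / Measured by: luminescence measurement of luciferase light output / Benchmarks: low control with PBS replacing ATP, high control enzyme plus ATP without compound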
# TNAP inh no acc: TNAP (human) inhibition, acceptor-free conditions; P05186; purified TNAP, CDP-star luminescence, 30 min; inhibition, % at 20 µM; hit rate 0.26% among 200,000;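 active = tissue-nonspecific alkaline phosphatase inhibition above about 50% at 20 µM in the single-dose screen, limit read from the data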;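 also: 0% = DMSO negative control and 100% = EDTA positive control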
# PMI act: phosphomannose isomerase (human) activation; purified human PMI, coupled resazurin fluorescence, 20 min; stronger effect = higher value; 1 = vehicle control, 0 substrate-free wells; hit rate 0.005% among 190,000; activation factor at 20 µM; AID 1214;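 active = activation factor of 2 or more at 20 µM, relative to plate controls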
# Target sequence (P34949 whole entry, looked up): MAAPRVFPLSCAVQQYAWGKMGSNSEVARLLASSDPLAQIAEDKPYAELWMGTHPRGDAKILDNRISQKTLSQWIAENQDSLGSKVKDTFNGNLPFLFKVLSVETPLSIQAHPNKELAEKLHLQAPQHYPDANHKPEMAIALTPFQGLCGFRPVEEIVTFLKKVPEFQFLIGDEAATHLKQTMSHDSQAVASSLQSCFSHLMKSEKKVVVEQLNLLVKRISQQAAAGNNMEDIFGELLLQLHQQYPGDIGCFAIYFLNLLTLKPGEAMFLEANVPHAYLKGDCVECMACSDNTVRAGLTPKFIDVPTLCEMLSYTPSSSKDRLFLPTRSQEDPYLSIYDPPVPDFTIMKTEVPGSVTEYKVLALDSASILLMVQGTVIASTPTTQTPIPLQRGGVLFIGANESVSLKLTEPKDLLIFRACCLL
# TNAP inh hi DEA: blocks human TNAP under high phosphate acceptor concentration; P05186; purified TNAP, CDP-star luminescence, 1 M DEA; inhibition, % at 20 µM; hit rate 0.03% among 200,000;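 active = over 50% inhibition of tissue-nonspecific alkaline phosphatase at 20 µM in the single-dose screen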;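 also: plate controls were DMSO wells for no effect and EDTA-quenched wells as full inhibition for full effect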
# PMI act satM6P: activators of human phosphomannose isomerase at near-saturating mannose 6-phosphate; P34949; coupled PMI enzyme assay, resazurin fluorescence, 20 min; stronger effect = higher value; 1 = untreated enzyme, 0 = substrate-free blank; hit rate 0.34% among 190,000; activation factor at 20 µM;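 active = activation factor of 2 or more at 20 µM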
#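 Test system: human PMI in coupled enzyme assay; Input: PMI at 15 ng/mL final; Medium: HEPES buffer, pH 7.4; Schedule: 20 min incubation at room temperature; Technique: resorufin fluorescence at Ex 544/Em 590 nm; Compound: 20 µM single dose; Probe or stimulus: Near-saturating mannose-6-phosphate, 1.0 mM.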
# TNAP act hiacc: TNAP (human) activation, high acceptor | activation factor at 20 µM | purified TNAP, CDP-star luminescence, 1 M DEA, 30 min; stronger effect = higher value; 0 = EDTA background, 1 = DMSO-only activity | 200,000 tested, under 10 active | AID 1136;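 active = activation factor at least 2 at 20 µM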
#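 Measured by: Luminescent substrate turnover signal | Test system: Human TNAP | Input: TNAP 1/800 final | Dosing: 20 µM single point | Schedule: 30 min, room temperature | Controls: EDTA wells as negative control, DMSO wells as positive control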
# Diaph act CS: diaphorase activation or chemical reduction counter-screen; Diaphorase/resazurin coupled assay, resorufin fluorescence, 16 min; stronger effect = higher value; 1 = vehicle wells, 0 = NADH-free wells; activation factor at 20 µM; hit rate 0.005% among 190,000; AID 1229;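 active = diaphorase activity raised at least twofold by the compound at 20 µM; inactive = activation factor below 2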
#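 Material: purified diaphorase enzyme from Clostridium kluyveri; Also added: 0.114 mM NADH and 0.1 mM resazurin, final amounts; Doses: single compound dose of 20 µM, 1% DMSO final; Times: 16 min enzyme reaction, ambient temperature; Detection: resorufin fluorescence, excitation 544 nm, emission 590 nm; Measure: increased resorufin signal from activators or reducing compounds.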
# Numbers without * were called inactive. The order is random. About 1.7% of those tested had a hit in this group.
SMILES,Efa HMGR inh,G6PDH CS,Diaphorase inh,FLuc act counter,TNAP inh no acc,PMI act,TNAP inh hi DEA,PMI act satM6P,TNAP act hiacc,Diaph act CS
Cc1ccc2c(CN3CCN(CCO)CC3)cc(=O)oc2c1,-4,3,18,1,-11,1,-9,1,1.1,0.8
CCC(CC)=NNC(=O)c1ccccc1OCc1ccc(F)cc1,-1,-8,11,1.1,-3,0.9,0,1,1,0.9
COC(=O)CC/C(O)=C1\C(=O)CC(C)(C)CC1=NCc1nc2ccccc2[nH]1,3,6,10,1.1,-32,1,-5,1.1,1,0.9
CC(C)Nc1nc(NC(C)C)nc(Oc2ccc(OCc3ccccc3)nn2)n1,-2,14,13,1,-3,0.9,-1,0.9,1,0.9
Cc1nn(Cc2ccc([N+](=O)[O-])cc2)c(=O)n1-c1ccccc1,0,12,-5,1,-8,1,-2,1,1,1.1
Cc1cc(NC(=O)CN2CCC(C)CC2)no1,-2,6,4,1,0,0.9,-2,0.9,1,1
O=C(O)/C=C/c1ccc(OCc2cccc(F)c2)cc1,0,1,9,0.9,-12,1,-4,0.9,1,0.9
CN(C)/C=C/C(=O)c1cnc2n(c1=O)CCS2,-6,0,-8,1,-12,1.1,-3,1,1,1.1
Cc1ccc(-c2ccc(S(=O)(=O)NCC3CCCO3)cc2)cc1 (stereo not drawn),-4,12,10,1.1,-7,1,-8,0.9,1.1,0.9
O=C(COC(=O)c1cc2c(s1)CCCC2)NCc1ccccc1Cl,-13,-30,12,1.1,-6,0.9,-2,0.9,1,0.9
CN(C)CCNC(=O)c1cccc(S(=O)(=O)Nc2ccccc2F)c1,-5,3,-6,1,-6,1,-2,1,1,1.1
COc1cc(OC)c(C2C(C#N)=C(N)OC3=C2C(=O)CC(C)(C)C3)cc1OC (stereo not drawn),-2,20,37,1,-11,0.7,-6,0.8,1.1,0.6
COC(=O)c1ccc(Cn2nnc3ccccc3c2=O)o1,-5,4,11,1.1,3,1.1,-1,1,1,0.9
Nc1nc(-c2ccco2)nn1C(=O)c1ccc(F)cc1,-6,5,7,1,0,1,0,1,1,0.9
CCCC(=O)Nc1cccc(-c2nc3cc(C)c(C)cc3o2)c1,0,-5,11,0.6,-17,0.9,0,0.9,1,0.9
COc1ccc(/C=N/NC(=O)C2(C)NC(C)(C)Cc3ccccc32)cc1 (stereo not drawn),0,10,8,1,-2,0.9,-4,1,1,0.9
CCC(CO)NCC(O)COCc1ccc2c(c1)OCO2 (stereo not drawn),-1,3,3,1.1,-13,1.1,-2,1.1,1,1
O=C1Nc2ccc(Br)cc2/C1=N/N=C/C1=C(N2CCOCC2)C(=C\c2ccccc2)/CC1,-6,5,28,0.8,45,0.8,31,0.9,0.7,0.7
COC(=O)c1ccc2c(=O)n(Cc3ccco3)c(SCC(=O)Nc3ccc(C)c(Cl)c3)nc2c1,0,-28,-4,1,-10,1,-2,1,1,1
CSc1ccccc1C(=O)Nc1ccccc1C(=O)NC(C)C,1,-7,3,1,-4,0.9,3,1,1,1
O=c1nc(-c2ccccc2)cn[nH]1,0,8,-11,1,-1,1.2,-8,1.1,1.1,1.1
COc1ccccc1/C=N/NC(=Nc1ccc(C)cc1)c1nc2ccccc2s1,-5,5,19,1,0,0.9,2,1,1,0.8
Cc1nn(C(=O)CCCn2cc([N+](=O)[O-])cn2)c(C)c1Cl,-8,12,-2,1.1,-2,1.1,-6,1.1,1.1,1
O=C(COc1ccc(S(=O)(=O)N2CCCC2)cc1Cl)NCc1ccco1,-9,-2,22,1,-12,0.9,-4,0.9,1,0.8
CC(C)C(C(=O)N1CCOCC1)N1C(=O)c2ccccc2C1=O (stereo not drawn),-2,22,-2,1,-11,1,-6,1,1.1,1

# Reprinted from the part before: two entries, then new ones.
SMILES,Efa HMGR inh,G6PDH CS,Diaphorase inh,FLuc act counter,TNAP inh no acc,PMI act,TNAP inh hi DEA,PMI act satM6P,TNAP act hiacc,Diaph act CS
O=C(COc1ccc(S(=O)(=O)N2CCCC2)cc1Cl)NCc1ccco1,-9,-2,22,1,-12,0.9,-4,0.9,1,0.8
CC(C)C(C(=O)N1CCOCC1)N1C(=O)c2ccccc2C1=O (stereo not drawn),-2,22,-2,1,-11,1,-6,1,1.1,1
CCCCNCc1cc(OCC)c(OCC)cc1Br,-2,22,18,1,-8,1,-5,1,1.1,0.8
CN(c1ccccc1C(=O)Nc1cccc(Cl)c1Cl)S(C)(=O)=O,5,5,9,1.1,1,1.1,0,1.1,1,0.9
CC(=O)N1Cc2ccccc2CC1C(=O)O (stereo not drawn),-5,1,2,1,-6,1,-8,1,1.1,1
Cc1ccc(S(=O)(=O)N2CCN(S(C)(=O)=O)C2)cc1,5,4,19,1,-5,1,-2,0.9,1,0.8
Clc1ccc(Cn2c(-c3cccnc3Cl)nc3ccccc32)c(Cl)c1,-1,6,27,1.1,-10,0.9,-5,0.9,1,0.7
O=C1/C(=C2/NCCN2C2CC(=O)N(c3ccccc3)C2=O)CC/C1=C\c1ccccc1 (stereo not drawn),-1,-2,10,1,-3,1,1,1,1,0.9
CC(=O)n1cc([C@@H]2C=C(C(=O)N3CCN(Cc4ccc5c(c4)OCO5)CC3)O[C@H](OCc3ccc(CO)cc3)C2)c2ccccc21,1,26,54*,1,-5,0.9,-4,0.8,1,0.5
CC(=O)c1c(OC(=O)c2ccco2)c2ccccc2n1C,1,-25,8,1,-10,1,0,1,1,0.9
CC(Sc1nnc(-c2ccccc2Br)n1-c1cccc(C(F)(F)F)c1)C(N)=O (stereo not drawn),-10,8,16,1,-5,1,6,0.9,0.9,0.8
Cc1ccc(S(=O)(=O)N2CCCC(C(=O)Nc3cccnc3)C2)cc1 (stereo not drawn),-7,-2,6,1,-16,1.1,1,1.1,1,0.9
O=C1c2ccccc2S(=O)(=O)N1CC(O)Cn1ccc2ccccc21 (stereo not drawn),-9,16,11,1.1,-1,1,-3,1,1,0.9
COc1cc(NC(=O)CN2CCN(c3ccccc3F)CC2)c(C)cc1[N+](=O)[O-],-6,-2,8,1.1,1,0.9,-4,1,1,0.9
Cc1ccc(OCC(=O)c2cc(C)n(C3CC3)c2C)c([N+](=O)[O-])n1,-9,-4,26,1,-1,0.9,7,0.9,0.9,0.7
CS(=O)(=O)N(CC(=O)Nc1ccc2c(c1)OCO2)c1ccc(Cl)cc1,-1,7,-9,1,-1,1,-10,1.1,1.1,1.1
CCCn1c(=N)c(C(=O)NCc2ccc3c(c2)OCO3)cc2c(=O)n3cccc(C)c3nc21,-4,-8,-12,1,2,1,3,0.9,1,1.1
COc1ccc(CNC(=O)c2sc3nc4c(c(C(F)(F)F)c3c2N)CCC4)cc1,6,-1,25,1.1,1,0.9,-4,0.9,1,0.7
CCc1ccc(NC2=NC(C(=O)c3ccccc3)CC(=O)N2)cc1 (stereo not drawn),-5,-8,15,1.1,-5,0.9,-3,0.9,1,0.9
COc1ccccc1OCc1ccc(C(=O)NCCN(C)C)o1,1,-1,-18,1,0,1,4,1,1,1.2
COc1cccc(Cn2c(N)c(C#N)c3nc4ccccc4nc32)c1OC,-5,18,5,1,-19,0.9,-9,0.8,1.1,0.9
CC(=O)N1CCCC(C(=O)c2ccc(Oc3ccccc3)cc2)C1 (stereo not drawn),-4,8,11,1,-11,1,-2,0.9,1,0.9
COc1cc2c(cc1OC)C1Cc3ccc(OC)c(OC)c3CN1CC2 (stereo not drawn),3,-2,9,1.1,-18,1.1,-7,0.9,1.1,0.9
O=C(CN1CCN(c2ccccc2F)CC1)Nc1ccccc1F,3,8,-5,1,-14,1.1,2,1.1,1,1
O=[N+]([O-])c1ccc2nc(-c3ccccc3)oc2c1,-5,0,0,0.8,-14,1.1,-3,1,1,1
COc1cccc(N2C(=O)c3ccncc3C2=O)c1,0,4,20,1,-9,0.9,-7,0.9,1.1,0.8
Nc1nc(-c2ccccc2)nn1C(=O)c1ccco1,5,8,-9,1,25,1,-4,1.1,1,1.1
# Further records follow.
SMILES,Efa HMGR inh,G6PDH CS,Diaphorase inh,FLuc act counter,TNAP inh no acc,PMI act,TNAP inh hi DEA,PMI act satM6P,TNAP act hiacc,Diaph act CS
COc1ccc(S(=O)(=O)N2CCCCC2)cc1NC(=S)Nc1cccc(Cl)c1C,-2,7,17,1,-1,1,-1,0.9,1,0.8
CCOC(=O)C1(Cc2ccccc2)CCCN(Cc2ccncc2)C1 (stereo not drawn),-1,2,10,1,-8,0.9,-4,0.7,1,0.9
C=CCOc1ccc2cccc(/C=N/NC(=O)c3cc4cc([N+](=O)[O-])ccc4s3)c2c1,4,-6,-12,1,-8,0.9,0,1,1,1.1
CNC(=O)COC(=O)/C=C/c1nc2ccccc2s1,2,-1,4,0.9,-13,1.1,-1,1,1,1
COc1ccc2c(c1)CC[C@@H]1[C@@H]2CC[C@]2(C)C(=O)CC[C@@H]12,-4,12,12,1.1,-10,1,-1,1,1,0.9
CCOC(=O)CNC(=O)c1cnn2cccnc12,2,18,5,1,-4,0.9,0,1,1,1
O=C(Cn1nnc(-c2cccc(C(F)(F)F)c2)n1)N1CCCCCC1,-2,-1,9,1,-13,1,-7,1,1.1,0.9
O=S(=O)(/N=C(/c1ccc(F)cc1)N1CCCCC1)c1ccc(Cl)cc1,-2,18,11,1.1,-4,1,-2,1.1,1,0.9
COc1ccc(N=C2SC(C(=O)N3CCN(c4ccccc4)CC3)CC(=O)N2C)cc1 (stereo not drawn),-3,9,26,1.1,-11,0.9,-10,0.9,1.1,0.7
CCOC(=O)/C=C/C(=O)Nc1cccc([N+](=O)[O-])c1,1,13,-6,1,-12,1.3,-2,1.8,1,1.1
Cc1ccc(-c2csc3nnc(SCC(=O)NCc4ccc5c(c4)OCO5)n23)cc1,-3,-10,25,1.1,-15,0.8,-4,0.8,1,0.7

# Limited to Efa HMGR inh, for 2 of the compounds above:
compound,Efa HMGR inh
COc1ccc2c(c1)CC[C@@H]1[C@@H]2CC[C@]2(C)C(=O)CC[C@@H]12,-4
CCOC(=O)CNC(=O)c1cnn2cccnc12,2
